Arrestin-AP2 inh: human beta-arrestin and AP2 interaction inhibition; FITC-arrestin peptide / GST-AP2 beads, flow cytometry; AP2 beta2 appendage carries R879A mutation; inhibition, % at 10 µM; 340,000 tested, 0.31% active; AID 504490;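 active means inhibition above a set limit, near 3 SD of compounds lacking own fluorescence, cut at about 54% in these data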;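 further: plate controls were DMSO wells for no effect and 5 µM unlabelled arrestin peptide for full effect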
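Assay system: GST-AP2 R879A bound to glutathione beads, E. coli-expressed; Medium: PBS with 0.05% Tween 20 and 0.1% BSA; Also added: fluorescein-tagged arrestin peptide at 50 nM final; Timing: 12 min plus 1 h, RT; Measured by: flow cytometry, FL1 (488/535 nm); Evaluation: percent drop in bead-associated FITC signal.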
Wnt act: activators of Wnt/beta-catenin signaling | Wnt/beta-catenin reporter cell assay, activator, plate reader | activation, % at 9.35 µM | 300,000 tested, 1.2% active | AID 743398; in the data active means activation above about 30%, passing the limit was not always enough;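 further: 0% = neutral control wells and 100% = positive control wells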
LANA DNA inh: KSHV C-LANA DNA binding inhibition. MBP-C-LANA/FAM-LBS DNA binding, fluorescence polarization. inhibition, % at 9 µM. 340,000 tested, 0.078% active. AID 504423;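 active means highest replicate inhibition at or above 60% at 9 µM, even if other replicates fall short; inactive means all replicates below 60% inhibition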;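 further: 0% = neutral control wells and 100% = 4 µM acridine orange control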
Keap1 Nrf2 FP: disrupts human Keap1 binding to Nrf2 peptide | 340,000 tested, 0.15% active | inhibition, % at 9.4 µM | Q14145 | Keap1 Kelch-Nrf2 peptide fluorescence polarization, 1536-well; in the data active means inhibition above about 12%;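 further: human Keap1 Kelch domain with fluorescein labeled Nrf2 9mer peptide probe; 0% = neutral control wells and 100% = peptide positive control; higher means more block of Keap1 binding to Nrf2 peptide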
cardiac RTF act: increases calcium sensitivity of human cardiac regulated thin filaments | 340,000 tested, 0.24% active | activation, % at 7.2 µM | P19429+P45379 | IANBD-labeled TnC RTF fluorescence at EC20 calcium; 0% EC20 calcium, 100% full calcium | AID 493008;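 active means activation above the mean over all tested compounds plus 3 SD, cut at about 30% in these data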;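 further: rise in fluorescence read as greater calcium sensitivity of cardiac thin filaments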
V-ATPase pH: yeast V-ATPase proton transport regulation by pHLuorin; S. cerevisiae, pHLuorin cytosolic pH fluorescence; 350,000 tested, 0.37% active; response, % at 10 µM; in the data active means response mostly above about 7.3%, no sharp cut-off; inactive means mostly below about 5.4%; further: actives read high; inactives centre near 0; some compounds called inactive have numbers as strong as hits; reference of the scale not given here
MOR-DOR inv ag: inverse agonist of human OPRM1-OPRD1 heterodimerization; P35372+P41143; cell-based MOR-DOR heterodimer luminescence, inverse agonism; inhibition, % at 9.3 µM; 340,000 tested, 0.21% active; AID 504357; in the data active means inhibition above about 22%, passing the limit was not always enough;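 further: 0% = cells with DMSO and 100% = wells without cells with DMSO; values of inactives mirror those of a sister screen read the other way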
Pemphigus Ab inh: human desmoglein-3 autoantibody binding inhibition; DSG3-coupled beads, scFv-anti-DSG3-GFP binding, flow cytometry; hits give low values; binding (percent of control), % at 10 µM; 310,000 tested, 0.48% active; AID 588358;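 active means binding more than 3 SD below its plate's average and above zero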;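 further: hits lower antibody fragment binding to DSG3; some compounds called inactive have numbers as strong as hits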
Target sequence (P32926 whole entry, looked up, the tested form may be a part): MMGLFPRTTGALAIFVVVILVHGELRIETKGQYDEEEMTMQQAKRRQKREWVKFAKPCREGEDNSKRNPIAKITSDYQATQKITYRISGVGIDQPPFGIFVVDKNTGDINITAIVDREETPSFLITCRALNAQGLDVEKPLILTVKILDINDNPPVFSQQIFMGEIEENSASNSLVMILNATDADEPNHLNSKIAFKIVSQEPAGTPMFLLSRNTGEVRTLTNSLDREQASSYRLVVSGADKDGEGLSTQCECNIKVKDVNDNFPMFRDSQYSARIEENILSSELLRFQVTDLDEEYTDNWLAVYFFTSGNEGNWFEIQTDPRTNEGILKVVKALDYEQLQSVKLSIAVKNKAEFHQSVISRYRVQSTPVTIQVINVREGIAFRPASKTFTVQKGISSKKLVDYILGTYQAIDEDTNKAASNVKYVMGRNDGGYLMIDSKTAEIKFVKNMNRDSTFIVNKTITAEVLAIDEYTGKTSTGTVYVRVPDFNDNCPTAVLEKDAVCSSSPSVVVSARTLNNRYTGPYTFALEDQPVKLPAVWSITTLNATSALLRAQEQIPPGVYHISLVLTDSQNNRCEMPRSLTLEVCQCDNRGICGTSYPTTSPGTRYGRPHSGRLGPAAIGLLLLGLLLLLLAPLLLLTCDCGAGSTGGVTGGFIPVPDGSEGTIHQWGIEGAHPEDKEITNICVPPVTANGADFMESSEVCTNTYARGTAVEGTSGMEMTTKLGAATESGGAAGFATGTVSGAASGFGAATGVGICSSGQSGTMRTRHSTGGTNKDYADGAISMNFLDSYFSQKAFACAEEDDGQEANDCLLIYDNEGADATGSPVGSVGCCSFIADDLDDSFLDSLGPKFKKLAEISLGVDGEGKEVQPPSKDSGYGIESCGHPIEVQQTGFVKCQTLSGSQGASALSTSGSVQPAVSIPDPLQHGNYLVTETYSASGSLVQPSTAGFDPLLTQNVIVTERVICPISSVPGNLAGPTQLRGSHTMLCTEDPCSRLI
RTF Ca sens inh: cardiac RTF calcium desensitization; IANBD-labeled cardiac RTF, Ca2+ fluorescence; inhibition, % at 7.15 µM; 340,000 tested, 0.12% active; AID 493244;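 active means inhibition above the mean inhibition of all tested compounds plus 3 SD, cut at about 17% in these data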;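 further: assay run at fixed EC70 calcium of 1.6 mM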
MOR-DOR ag: OPRM1-OPRD1 heterodimerization agonism; cells, luminescence; activation, % at 9.3 µM; AID 504326; 340,000 tested, 0.3% active; in the data active means activation above about 18%;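 further: 0% = vehicle-treated cells and 100% = reference agonist; values of inactives mirror those of a sister screen read the other way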
* = called active by the depositor; · = no result given.

[1] COCCCNC(=O)[C@H]1N2C(=O)c3ccccc3C2SC1(C)C (some centres undefined)
[2] Nc1sc2c(c1C(=O)c1ccccc1)CCCC2
[3] CCOc1cc(CNCC2CCCO2)cc(Br)c1OCC(N)=O (centres undefined)
[4] O=C(c1cc2cc(Br)ccc2o1)N1CCN(c2ccccc2)CC1
[5] C[C@@H]1[C@H](c2ccccc2)Oc2ccc(Cl)cc2S(=O)(=O)N1CC1CCCN1C(=O)OC(C)(C)C (some centres undefined)
[6] O=C(NCc1ccccc1)C1=C[C@@H](c2csc3ccccc23)C[C@@H](OCc2ccc(CO)cc2)O1
[7] Cc1ccc(-n2c(CNc3ccc(F)cc3)nnc2SCC(=O)N2CCCC2)cc1
[8] O=C(COC(=O)c1ccc(O)cc1O)c1ccc2c(c1)OCO2

entry no.	1	2	3	4	5	6	7	8
Arrestin-AP2 inh	12	19	-1	-21	7	-4	1	-11
Wnt act	-2	-17	13	13	-3	-7	-6	44*
LANA DNA inh	-1.1	0.1	-0.8	0.9	-0.2	3.0	-0.6	-1.5
Keap1 Nrf2 FP	-5	0	-3	-4	1	1	-8	0
cardiac RTF act	7	-2	0	4	-5	5	8	-1
V-ATPase pH	-1	-4	7	3	1	3	-8	-1
MOR-DOR inv ag	8	3	4	-3	-4	-6	2	10
Pemphigus Ab inh	95	·	104	121	99	103	·	108
RTF Ca sens inh	-14	0	-2	-4	2	10	-8	1
MOR-DOR ag	-1.6	-0.7	-0.9	0.5	0.8	1.1	-0.4	-1.9

Reprinted from the part before: 4 entries, followed by the next part.
[5] C[C@@H]1[C@H](c2ccccc2)Oc2ccc(Cl)cc2S(=O)(=O)N1CC1CCCN1C(=O)OC(C)(C)C (some centres undefined)
[6] O=C(NCc1ccccc1)C1=C[C@@H](c2csc3ccccc23)C[C@@H](OCc2ccc(CO)cc2)O1
[7] Cc1ccc(-n2c(CNc3ccc(F)cc3)nnc2SCC(=O)N2CCCC2)cc1
[8] O=C(COC(=O)c1ccc(O)cc1O)c1ccc2c(c1)OCO2
[9] CC(C)NC(=O)C(=O)Nc1cc2c3c(c1)C(C)C(=O)N3CCC2 (centres undefined)
[10] O=C(CCc1nc2ccccc2c(=O)[nH]1)N1CCN(S(=O)(=O)c2cccc(F)c2)CC1
[11] O=C(c1cscn1)N1CCCC(N2CCN(c3ccc(F)cc3)CC2)C1 (centres undefined)
[12] O=C(CSc1nnc(-c2cccnc2)o1)c1cc2ccccc2oc1=O
[13] COc1ccc(-c2noc(=O)n2Cc2ccccc2F)cc1
[14] CCCOc1ccc(/C=C/C(=O)NCc2ccccc2)cc1
[15] Cc1ccc(S(=O)(=O)N(C)C)cc1-n1c(SCC(=O)Nc2ccc(F)cc2)nc2ccccc2c1=O
[16] COc1ccc(N2CCN(C(=S)Nc3cc(C)cc(C)c3)CC2)cc1

entry no.	5	6	7	8	9	10	11	12	13	14	15	16
Arrestin-AP2 inh	7	-4	1	-11	-9	23	-18	-5	-3	-3	13	-8
Wnt act	-3	-7	-6	44*	0	-2	2	1	-1	6	-2	5
LANA DNA inh	-0.2	3.0	-0.6	-1.5	-0.6	3.8	-0.1	-0.3	-0.9	-0.4	-1.8	0.0
Keap1 Nrf2 FP	1	1	-8	0	-8	-2	-3	-1	-1	-1	0	-2
cardiac RTF act	-5	5	8	-1	-1	-1	-3	-1	3	-3	4	-3
V-ATPase pH	1	3	-8	-1	-1	-2	2	9	0	-3	0	-2
MOR-DOR inv ag	-4	-6	2	10	20	2	11	13	3	8	-8	-22
Pemphigus Ab inh	99	103	·	108	·	113	105	·	99	96	100	100
RTF Ca sens inh	2	10	-8	1	-2	-15	-6	-3	2	0	6	-12
MOR-DOR ag	0.8	1.1	-0.4	-1.9	-3.9	-0.4	-2.1	-3.0	-0.6	-1.4	1.1	3.8

3 compounds out of the list above, ordered by their value in MOR-DOR ag, ascending:
no.	compound	MOR-DOR ag
9	CC(C)NC(=O)C(=O)Nc1cc2c3c(c1)C(C)C(=O)N3CCC2 (centres undefined)	-3.9
13	COc1ccc(-c2noc(=O)n2Cc2ccccc2F)cc1	-0.6
15	Cc1ccc(S(=O)(=O)N(C)C)cc1-n1c(SCC(=O)Nc2ccc(F)cc2)nc2ccccc2c1=O	1.1

More compounds follow:
[17] O=C(c1ccc2c(c1)OCO2)N1CCN(S(=O)(=O)c2ccc(Cl)cc2)CC1
[18] CC(OC(=O)CCN=C1NS(=O)(=O)c2ccccc21)C(=O)Nc1ccc(F)cc1 (centres undefined)
[19] O=C1OC[C@H]2CCCN2C(=O)[C@@H](CC(=O)N(CCO)Cc2ccccc2)C/C=C\CC[C@H]1Cc1ccc(F)cc1
[20] COc1ccccc1N1CCN(/N=C/c2cc([N+](=O)[O-])ccc2Cl)CC1
[21] CCNC(=S)NS(=O)(=O)c1ccc(F)cc1
[22] CCCC(=O)C1=C(O)C(C(=O)OC)C(C)(C)CC1=NCCc1ccccc1 (centres undefined)
[23] O=c1[nH]ncc(NCCCO)c1Cl
[24] Cc1ccc(C(=O)NCc2ccco2)cc1S(=O)(=O)N1CCOCC1

entry no.	17	18	19	20	21	22	23	24
Arrestin-AP2 inh	2	43	-2	13	39	6	30	-9
Wnt act	-2	·	-2	0	-2	-1	·	-4
LANA DNA inh	1.8	0.1	-0.9	2.4	1.2	·	-0.6	0.8
Keap1 Nrf2 FP	-2	-1	-3	-2	1	-6	0	-1
cardiac RTF act	-2	-2	8	7	-2	1	-4	-4
V-ATPase pH	2	9	5	5	-2	2	2	2
MOR-DOR inv ag	-11	6	-8	-14	20	3	10	5
Pemphigus Ab inh	·	106	96	102	101	114	91	95
RTF Ca sens inh	-5	-5	2	-14	-6	0	-5	-10
MOR-DOR ag	1.6	-0.9	1.4	3.0	-3.5	-0.5	-1.6	-0.8

[25] Cc1cccc(NC(=O)Cn2c(=O)n(Cc3ccccc3)c(=O)c3c(C)c(C)sc32)c1
[26] COc1ccc(Cl)cc1NC(=O)Nc1cccc([N+](=O)[O-])c1C
[27] Cn1c(=O)n(C)c2cc(S(=O)(=O)NCC(=O)O)ccc21
[28] O=C(COc1coc(CN2CCN(c3ccccc3)CC2)cc1=O)Nc1ccc(F)cc1
[29] CCOC(=O)c1cc(C)sc1NC(=O)C(c1ccccc1)c1ccccc1
[30] COc1ccccc1-n1cnnc1SC(C)C(=O)Nc1cccc([N+](=O)[O-])c1 (centres undefined)
[31] CO/N=C/c1ccc(N2CCN(C(=O)c3ccc(Cl)cc3Cl)CC2)c([N+](=O)[O-])c1
[32] CCN(CC)CCCNC(=O)C1CCC(CNS(=O)(=O)c2ccc(Cl)cc2)CC1 (centres undefined)

entry no.	25	26	27	28	29	30	31	32
Arrestin-AP2 inh	-1	9	17	10	-1	-1	1	8
Wnt act	-4	·	-1	-2	-11	-3	·	0
LANA DNA inh	1.3	1.0	-0.5	0.7	0.4	-1.0	0.4	-3.9
Keap1 Nrf2 FP	-5	-5	1	0	5	1	-5	0
cardiac RTF act	-2	1	2	-3	-5	0	-2	-1
V-ATPase pH	-1	-1	0	-6	-2	1	1	-2
MOR-DOR inv ag	-24	-6	11	-34	-7	1	-2	10
Pemphigus Ab inh	93	105	96	103	107	·	97	99
RTF Ca sens inh	-14	2	-7	-11	4	-12	-1	-2
MOR-DOR ag	3.9	1.1	-2.3	5.2	1.1	-0.2	0.3	-2.0

(continued)
Codes: A = Arrestin-AP2 inh; B = Wnt act; C = LANA DNA inh; D = Keap1 Nrf2 FP; E = cardiac RTF act; F = V-ATPase pH; G = MOR-DOR inv ag; H = Pemphigus Ab inh; I = RTF Ca sens inh; J = MOR-DOR ag
[33] O=C1CC2(CCN(C(=O)C3CC(=O)N(c4ccc(F)cc4)C3)CC2)Oc2ccccc21 (centres undefined)
  A: 4; B: -5; C: -0.4; D: 2; E: -4; F: 2; G: -2; H: 99; I: -22; J: 0.3
[34] Cc1c(NC(=S)N/N=C/C=C/c2ccccc2)c(=O)n(-c2ccccc2)n1C
  A: -3; B: -2; C: 0.1; D: -8; E: 8; F: 7; G: 17; H: 111; I: -18; J: -3.4
[35] COc1cc(C(=O)NCc2ccncc2)cc(OC)c1OC
  A: 12; B: -1; C: 0.7; D: -1; E: 1; F: -4; G: 16; H: 98; I: 1; J: -3.1
[36] COc1ccc(C(=O)NCC(=O)N2CCN(c3ncccn3)CC2)cc1OC
  A: -2; B: -2; C: -1.9; D: -2; E: -2; F: 3; G: 9; H: 98; I: -4; J: -2.4
[37] COC(=O)CN1C(=S)N(c2ccc(F)cc2)C(=O)C1CC(=O)Nc1ccc(OC)cc1 (centres undefined)
  A: 7; B: 4; C: -1.4; D: -5; E: 2; F: 2; G: 3; H: 97; I: -9; J: -0.6
[38] CC1Cc2cc(/C(O)=C3/C(=O)C(=O)N(CCN4CCOCC4)C3c3cccc(O)c3)ccc2O1 (centres undefined)
  A: 2; B: 10; C: 2.3; D: 1; E: -1; F: -4; G: 4; H: ·; I: -4; J: -0.8
[39] CC(=O)N1CCC(C(=O)Nc2ccc(S(=O)(=O)NCCc3ccccc3)cc2)CC1
  A: 33; B: -1; C: -1.3; D: -1; E: -2; F: -2; G: 6; H: 92; I: 5; J: -1.4
[40] CCn1c(SCc2nc3ccccc3[nH]2)nnc1-c1cnccn1
  A: -2; B: ·; C: -0.7; D: 4; E: 3; F: -2; G: 3; H: 96; I: -8; J: -0.7
[41] Cc1cccc(CSCCNC(=O)CSCc2ccc([N+](=O)[O-])cc2)c1
  A: 1; B: -6; C: -0.6; D: 5; E: -11; F: -3; G: -4; H: ·; I: -37; J: 0.7
[42] COc1ccccc1-c1cc(C(F)(F)F)nc(S(=O)(=O)CCCC(=O)N2CCOCC2)n1
  A: 5; B: -3; C: 0.0; D: -6; E: -3; F: 1; G: 3; H: 103; I: -11; J: -0.7
[43] Nc1cc(S(=O)(=O)Nc2ccccc2Cl)ccc1N1CCOCC1
  A: -7; B: 25; C: 2.1; D: -2; E: 2; F: -2; G: 1; H: 89; I: -3; J: -0.2
[44] COc1cccc(C(=O)Nc2nnc(-c3ccc(Cl)cc3)o2)c1
  A: 0; B: -4; C: -0.2; D: -3; E: 2; F: 0; G: 11; H: 101; I: 0; J: -2.1
[45] O=C(c1ccc(Cl)cc1)c1cnc(-c2ccccc2)s1
  A: 7; B: ·; C: -0.1; D: -6; E: 0; F: -6; G: 14; H: 94; I: -2; J: -2.7
[46] Cc1cccc(N(C)C(=O)c2cc(S(=O)(=O)N3CCc4ccccc43)cn2C)c1
  A: 5; B: 0; C: 0.8; D: -3; E: -1; F: 10; G: 0; H: 103; I: -9; J: -0.1
[47] CCOc1ccc(CCNC(=O)CS(=O)Cc2nc(-c3ccccc3C)oc2C)cc1OCC (centres undefined)
  A: -4; B: 0; C: -1.3; D: 2; E: -2; F: -6; G: 17; H: 104; I: -2; J: -3.3

Screens from PubChem BioAssay.
